Compound activity: PubChem BioAssay, The Scripps Research Institute Molecular Screening Center
GPR151 activ: activators of human GPR151. Q8TDV0. PathHunter beta-arrestin GPR151 cells, luminescence. activation, % at 11.2 µM. hit rate 1% among 650,000. AID 1508602; in the data active = activation above about 4.9%;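 also: 0% = median of compound wells and 100% = cells with positive control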
Target sequence (Q8TDV0 whole entry, looked up): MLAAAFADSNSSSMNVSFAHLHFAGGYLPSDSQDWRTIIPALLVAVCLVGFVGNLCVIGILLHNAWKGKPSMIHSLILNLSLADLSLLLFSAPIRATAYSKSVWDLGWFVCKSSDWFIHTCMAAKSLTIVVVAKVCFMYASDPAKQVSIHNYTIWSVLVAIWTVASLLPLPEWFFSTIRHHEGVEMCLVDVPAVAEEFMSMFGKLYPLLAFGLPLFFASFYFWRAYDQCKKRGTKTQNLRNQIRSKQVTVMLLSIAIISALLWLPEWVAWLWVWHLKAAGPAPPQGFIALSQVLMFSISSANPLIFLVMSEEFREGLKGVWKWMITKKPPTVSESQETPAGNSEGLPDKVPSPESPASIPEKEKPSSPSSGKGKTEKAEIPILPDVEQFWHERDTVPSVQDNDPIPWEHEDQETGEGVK
TEAD-YAP block: TEAD-YAP interaction inhibition; inhibition, % at 9.12 µM; hit rate 1.4% among 640,000; AID 1259422; HEK-TIYL cells, TEAD-Gal4/YAP UAS-luciferase luminescence; in the data active = inhibition above about 32%;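 also: 0% = median of test compound wells and 100% = reference inhibitor wells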
FBW7 act: human FBW7 E3 ligase activation, primary screen. normalized activity (activation), % at 26.1 µM. AlphaScreen FBW7–phospho-cyclin E peptide binding, activator screen. AID 1259310. hit rate 0.13% among 650,000. Q969H0; in the data active = normalized activity above about 1.9%;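 also: purified mutant Fbw7 with reduced substrate affinity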
MITF inh: blocks human microphthalmia-associated transcription factor; O75030; AlphaScreen MITF homodimerization, bead proximity signal; inhibition, % at 2.6 µM; hit rate 0.91% among 650,000; in the data active = inhibition above about 50%;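 also: 0% = vehicle wells with protein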
Target sequence (O75030 whole entry, looked up): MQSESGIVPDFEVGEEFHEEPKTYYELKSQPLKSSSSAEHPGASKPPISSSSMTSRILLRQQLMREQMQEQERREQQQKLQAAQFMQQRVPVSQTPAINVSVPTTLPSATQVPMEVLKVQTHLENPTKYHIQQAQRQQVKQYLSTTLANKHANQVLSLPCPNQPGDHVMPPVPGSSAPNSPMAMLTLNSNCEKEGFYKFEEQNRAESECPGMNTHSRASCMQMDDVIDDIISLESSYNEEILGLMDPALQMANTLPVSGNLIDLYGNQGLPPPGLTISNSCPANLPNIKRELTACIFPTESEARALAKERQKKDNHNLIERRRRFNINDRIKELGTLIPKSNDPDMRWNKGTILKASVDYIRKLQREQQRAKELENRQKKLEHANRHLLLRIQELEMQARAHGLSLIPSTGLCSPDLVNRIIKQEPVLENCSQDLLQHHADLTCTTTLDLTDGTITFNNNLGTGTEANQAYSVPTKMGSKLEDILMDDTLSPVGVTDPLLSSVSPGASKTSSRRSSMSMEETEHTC
Numbers without * were called inactive. No enrichment for hits; overall some 3.4% were active at least once.

canonical_smiles	MITF inh	TEAD-YAP block	GPR151 activ	FBW7 act
COc1ccc(CN2CCN(S(=O)(=O)c3ccc(Cl)cc3)CC2)cc1Br	6	1	-0.3	-0.1
CCCC1=NN2C(=N)/C(=C/c3cn(CCOc4cccc(OC)c4)c4ccccc34)C(=O)N=C2S1	17	-2	1.0	0.5
CC(C)c1ccc(OCC(=O)N(Cc2ccsc2)Cc2ccco2)cc1	1	-5	-0.5	1.1
CS(=O)(=O)N(CC(=O)Nc1ccc2ccccc2c1)c1cccc([N+](=O)[O-])c1	3	2	-1.6	0.3
COc1cccc(-c2cnnc(N3CCN(Cc4csc(C)n4)CC3)n2)c1	3	-2	-0.6	0.0
CC(=O)C1=C(O)C(=O)N(CCN2CCOCC2)C1c1ccc(N(C)C)cc1 (stereo unspecified)	-3	-2	0.9	-0.1
COc1ccccc1Cn1c(NCCO)nc2c1c(=O)n(C)c(=O)n2C	7	0	1.0	-0.1
O=C(O)C1CCN(C(=O)c2ccccc2C(=O)N2CCC(C(=O)O)CC2)CC1	-2	2	0.1	0.1
O=C(Nc1ccc2nn(-c3ccc(Cl)cc3)nc2c1)c1cccs1	6	3	0.8	0.2
O=C(Cn1nnc(-c2c(F)cccc2F)n1)NC(=O)NC1CCCC1	10	12	-0.6	0.6
Cc1ccsc1C1NC(=O)c2ccccc2N1 (stereo unspecified)	-6	17	2.1	0.0
Cc1ccc(C(=O)Nc2ccc(NC(=O)c3ccc4c(c3)C(=O)N(c3ccccc3C)C4=O)cc2)cc1	-5	-19	2.5	-0.1
O=C(O)c1cc(-c2ccc(Cl)cc2)on1	3	9	0.5	-0.1
CC(=O)Oc1ccc2c(=O)c(-c3ccc4c(c3)OCCCO4)c(C)oc2c1	17	0	-0.5	0.3
CCCOC(=O)C(C)Oc1ccc2c(=O)c(Oc3cc(C)c(Cl)c(C)c3)coc2c1 (stereo unspecified)	1	-5	0.4	0.0
CN(C)CCCN(C(=O)/C=C\c1ccc([N+](=O)[O-])cc1)c1nc2ccccc2s1	-28	13	0.3	0.0
CCc1ccccc1N1CCN(S(=O)(=O)c2ccc(F)cc2OC)CC1	3	12	-1.4	0.4
CCCOc1ccc(/C(O)=C2\C(=O)C(=O)N(CCN(C)C)C2c2ccccc2F)cc1C (stereo unspecified)	0	-3	3.3	0.2
CCOC(=O)c1ccc(NC(=O)CN2C(=O)CSCC2=O)cc1	-4	11	2.9	-0.2
COc1ccc(C(CC(=O)O)NC(=O)C2CCCCC2)cc1OC (stereo unspecified)	1	-2	0.4	-0.1
COc1ccc(OC)c(CN2CCN(S(=O)(=O)c3ccccc3)CC2)c1	14	-4	-1.1	0.1
CC(C)Cn1cc(C(=O)NCCc2ccncc2)c(=O)c(C(=O)NC2CCCCC2)c1	6	6	-1.9	0.1
COc1cc(C(=O)Oc2ccccc2C(C)=O)cc(OC)c1OC	2	2	-1.0	-0.2
O=C1NC2(CCCCC2)N(C(=O)c2ccc([N+](=O)[O-])cc2)C2=C1CCCC2	0	-4	-1.8	0.1
Cn1nc(NC(=O)Cc2ccccc2Cl)c2c1NC(=O)CC2c1ccccc1 (stereo unspecified)	1	-6	0.2	0.1
COc1cc(OC)cc(C(=O)NCC2CCCN(C(=O)CSC)C2)c1 (stereo unspecified)	3	13	-0.1	0.1
COc1cc(C2/C(=C(\O)c3ccccc3)C(=O)C(=O)N2CC(OC)OC)ccc1O (stereo unspecified)	-7	0	0.9	-0.2
COc1ccc(NC(=O)/C=C/C(=O)Nc2ccc(OC)cc2)cc1	4	-5	-0.3	0.1
CCC(C)OC(=O)C1=C(C)NC(=O)NC1c1cccc2ccccc12 (stereo unspecified)	-6	-23	1.3	0.1
COCc1[nH]nc2c1C1(C(=O)N(C)c3ccccc31)C(C#N)=C(N)O2 (stereo unspecified)	4	-8	0.0	0.0

Just MITF inh, TEAD-YAP block and FBW7 act, for some of the entries so far:
SMILES | MITF inh | TEAD-YAP block | FBW7 act
CC(C)Cn1cc(C(=O)NCCc2ccncc2)c(=O)c(C(=O)NC2CCCCC2)c1 | 6 | 6 | 0.1
COc1cc(C2/C(=C(\O)c3ccccc3)C(=O)C(=O)N2CC(OC)OC)ccc1O (stereo unspecified) | -7 | 0 | -0.2

The list continues.
canonical_smiles	MITF inh	TEAD-YAP block	GPR151 activ	FBW7 act
OCCN1CCN(c2cc(-c3ccccc3)nc(-c3ccncc3)n2)CC1	0	-5	-0.5	0.1
Cc1cc(C)c2oc(-c3ccc(N)cc3)nc2c1	7	-47	0.6	0.2
Cc1ccccc1N1C(N)=C(C#N)C(c2ccsc2)C2=C1CC(C)(C)CC2=O (stereo unspecified)	14	2	-0.9	0.2
Cc1c(C(C)(C)C)s/c(=N/S(=O)(=O)c2ccccc2)n1C	-1	7	-0.3	-0.2
O=C(c1ccc2nc(N3CCOCC3)sc2c1)N1CCCC1	-8	-2	-1.1	0.0
CCCCN(C)C(=O)C1CCCN(S(=O)(=O)c2ccc3c(c2)oc(=O)n3C)C1 (stereo unspecified)	-1	-5	0.1	0.0
c1ccc(CNc2nc(Nc3ccccn3)nc3c2ncn3-c2ccsc2)cc1	12	5	-1.5	0.5
COc1cccc(C(=O)Nc2ccc(N(C)C(C)=O)cc2)c1	-7	5	-8.5	-0.1
O=C(COc1ccc(Br)cc1)Nc1ncc(Cc2cccc(Cl)c2)s1	-5	2	0.8	-0.1
Cc1ccc(C(=O)CSc2n[nH]c(-c3ccco3)n2)cc1C	5	-8	0.0	0.0

Single records, as listed above:
CC(=O)C1=C(O)C(=O)N(CCN2CCOCC2)C1c1ccc(N(C)C)cc1 (stereo unspecified) reads MITF inh: -3; TEAD-YAP block: -2; GPR151 activ: 0.9; FBW7 act: -0.1
COCc1[nH]nc2c1C1(C(=O)N(C)c3ccccc31)C(C#N)=C(N)O2 (stereo unspecified) reads MITF inh: 4; TEAD-YAP block: -8; GPR151 activ: 0.0; FBW7 act: 0.0
CCC(C)OC(=O)C1=C(C)NC(=O)NC1c1cccc2ccccc12 (stereo unspecified) reads MITF inh: -6; TEAD-YAP block: -23; GPR151 activ: 1.3; FBW7 act: 0.1

Remaining list, next part
canonical_smiles	MITF inh	TEAD-YAP block	GPR151 activ	FBW7 act
CCOC(=O)c1ccccc1NC(=O)C(C)N(c1ccc(OCC)cc1)S(C)(=O)=O (stereo unspecified)	-8	57*	-0.7	-0.2
Cc1ccc2oc(=O)c(/C=C(\O)c3ccc([N+](=O)[O-])cc3)nc2c1	14	-3	-0.5	-0.1
CC(C)[C@H](NS(=O)(=O)c1cccc(C(F)(F)F)c1)C(=O)NCc1ccccc1	10	12	1.1	0.2
COc1ccc(S(=O)(=O)NCCNc2cc(-n3ccnc3C)nc(C)n2)c(C)c1C	0	14	-0.2	0.0
COc1cccc2cc(-c3nc(-c4ccc(Br)cc4)cs3)c(=O)oc12	12	13	-0.5	1.1
Cc1cccc(OCC(=O)OC(C)CN2CCCCC2)c1 (stereo unspecified)	-15	-5	-0.2	0.0
CNC(=S)N1CCc2ccccc2C1	0	-4	0.8	0.2
CCCC(=O)N(c1cccc(Cl)c1)C1C=CS(=O)(=O)C1 (stereo unspecified)	-18	-1	-0.6	0.2
O=C(Cc1ccc(-c2ccccc2)cc1)NNC(=O)Nc1ccc2c(c1)OCO2	-8	-2	-0.6	-0.1
Oc1c(C(c2ccccc2Cl)N2CCCCC2)ccc2cccnc12 (stereo unspecified)	26	87*	-0.6	-0.9
CCCCCn1c(=O)[nH]c2cc(C(=O)Nc3ccc(OC)c(OC)c3)ccc2c1=O	-12	-2	0.6	0.1
CCCC(=O)Nc1cc(C)c(NC(=O)c2ccco2)cn1	4	-8	1.7	0.5
CCCC(c1nnnn1C(C)(C)CC)N1CCN(Cc2ccccc2)CC1 (stereo unspecified)	8	-3	0.4	-0.1
CCOc1cc(/C=C2/NC(=O)N(Cc3ccccc3F)C2=O)ccc1OCC(=O)OC	4	3	-1.3	-0.2
O=C(NCc1ccco1)c1ccc(CN2CCN(c3ccccc3)CC2)cc1	6	-2	-1.0	-0.3
Cc1noc(-c2ccc(NC(=O)C3(c4cccs4)CCCC3)cc2)n1	6	12	-0.3	0.6
O=C1CN=C(Nc2ccccc2F)N1C1CCCC1	-6	-4	1.7	-0.2
O=C(CCN1C(=O)c2ccccc2C1=O)N1CCN(c2ccc([N+](=O)[O-])cc2)CC1	-2	-3	1.1	0.0
CC(=O)c1cc(C#N)c(SCC(=O)NCc2ccccc2)nc1C	-5	7	-1.5	0.1
O=C(CSc1nc2ccccc2[nH]1)NNC(=O)Nc1ccccc1	8	-8	-0.1	0.1
CCCCNc1nc(OC(C(F)(F)F)C(F)(F)F)nc(N2CCOCC2)n1	5	-4	1.9	0.3
CCc1ccc(S(=O)(=O)NCc2cccnc2)cc1	-10	3	1.0	-0.1
O=C(N/N=C/c1ccc(O)cc1)C(O)(c1ccccc1)c1ccccc1	12	-5	-1.1	0.8
C/C(Cn1cnc([N+](=O)[O-])n1)=N\NC(=O)c1ccc([N+](=O)[O-])cc1Cl	2	3	-0.8	-0.3
COC(=O)NCCOC(=O)Nc1ccc(C)cc1	6	-40	-0.5	-0.2
CCn1c(C(=O)NCc2ccccn2)cc2sc(Cl)cc21	16	1	0.1	-0.2
N#Cc1ccc(-c2ccccc2[N+](=O)[O-])o1	12	14	-1.1	0.0
Cc1ccc(-c2nnn(CC(=O)Nc3ccc(Cl)cc3)n2)c(-n2cnnn2)c1	3	8	0.6	-0.1
COc1ccc(S(=O)(=O)NCCO)cc1C(=O)O	-3	-12	0.7	-0.1
COc1ccc(N2CCN(S(=O)(=O)c3c(C)noc3/C=C/N3CCOCC3)CC2)cc1	2	2	-0.2	-0.2
COc1ccc(NC(=O)c2ccc3c(c2)C(=O)N(c2ccc(I)cc2)C3=O)c([N+](=O)[O-])c1	-11	4	0.4	0.1
COc1ccccc1/C=C\C=C1\C(=O)N(c2cc(C)cc(C)c2)C(c2cccc([N+](=O)[O-])c2)S1(=O)=O (stereo unspecified)	-2	2	-0.3	-0.1
CCCCCOc1ccc(NC(=O)c2ccccc2-c2ccccc2)cc1	0	5	2.3	-0.1
COc1ccc(CCn2c(-c3ccc(C)c(C)c3)csc2=Nc2ccccc2)cc1	-1	-2	-0.9	-0.3
Cn1cc(CNC(=O)c2cc(Cl)ccc2[N+](=O)[O-])cn1	18	1	0.0	0.0
C/C(=N/NC(=O)c1cc(C)[nH]n1)c1cccc(O)c1	-11	-27	0.7	-0.1
CC(C)c1onc(C(=O)Nc2ccc(F)cc2F)c1[N+](=O)[O-]	8	5	-1.8	0.1
Cc1cc(C)nc(Sc2ccc(OC(C)C)cc2)n1	9	-4	-0.1	0.1
COc1cc(C(=O)N2CCN(C3=NS(=O)(=O)c4ccccc43)CC2)cc(OC)c1OC	-8	2	-1.1	0.0
O=C(NCC(c1ccco1)S(=O)(=O)c1cccs1)c1ccccc1 (stereo unspecified)	7	-5	-1.1	-0.2
CCn1c(=S)[nH]c2scc(-c3ccco3)c2c1=O	5	4	0.7	-0.3
O=C1CC2(CCN(C(=O)C34CC5CC(CC(C5)C3)C4)CC2)Oc2ccccc21	-14	2	1.6	0.0
CC1=Nc2ccccc2/C1=C/c1c(O)n(Cc2ccccc2)c(=O)[nH]c1=O	-31	-8	0.6	0.0
CCN(CC)c1ccc(Nc2nc(Cl)nc(Nc3ccc(N(CC)CC)cc3)n2)cc1	4	-2	0.2	-0.3
CN(Cc1cc2cc(F)ccc2[nH]1)Cc1c(C(=O)N2CCCCC2)nc2sccn12	16	-5	-0.5	0.1
CCOC(=O)NC(=O)COC(=O)CC(C)c1ccccc1 (stereo unspecified)	0	5	-0.8	-0.1
Cc1cccc(C(=O)Nc2ccc(C(=O)Nc3c(Cl)cccc3Cl)cc2)c1	1	-3	0.4	0.0
CC1=C(C(=O)OCCOC(C)C)C(c2ccc(O)cc2)NC(=O)N1 (stereo unspecified)	-9	-6	-0.7	0.1
Brc1ccc2ncnc(NCCN3CCOCC3)c2c1	17	20	0.8	1.5
CC(C)(C)NC(=O)c1sc2nc(-c3ccccc3)cc(-c3ccc(F)cc3)c2c1N	8	-7	-0.2	-0.1

Carrying on.
canonical_smiles	MITF inh	TEAD-YAP block	GPR151 activ	FBW7 act
CC1(C)CC(=O)C2=C(C1)OC1=C(C(=O)CC(C)(C)C1)C2c1cn[nH]c1-c1ccccc1	-6	7	0.2	0.1
CC(C)NC(=O)[C@@H]1C[C@@H](NCc2ccc(F)cc2F)CN1C(C)C	0	-5	0.2	0.1
CC(C)(O)P1(=O)OCC2(CO1)COP(=O)(C(C)(C)O)OC2 (stereo unspecified)	-4	-13	4.0	-0.2
CCCCCC1CCC(c2ccc(C(=O)Oc3cccnc3)cc2)CC1 (stereo unspecified)	12	5	3.5	0.1
NC(=O)C1CCN(C(c2ccccc2)c2nnnn2Cc2ccc(F)cc2)CC1 (stereo unspecified)	5	4	1.1	-0.2
Cc1ccc(CNc2c(-c3ccc(Cl)cc3)c(=O)c2=O)o1	10	7	-1.0	0.1
CCOC(=O)C(=O)Nc1ccc(Oc2ccccc2)cc1	-7	4	1.9	0.0
O=C(Nc1cc(Cl)ccc1N1CCOCC1)c1ccco1	3	7	0.2	0.0
CSc1nc(N)nc(SCC(=O)Nc2ccc([N+](=O)[O-])cc2)c1C#N	8	-14	-0.3	0.2
